Pf gamet viab: kills late stage P. falciparum gametocytes. P. falciparum stage V gametocytes, ATP luminescence, 24 h. inhibition, % at 10.9 µM. actives 0.065% (n = 150,000). AID 743093;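 active = inhibition above the mean plus 3 SD of compounds within the control limits, set per campaign, cut at about 38% in these data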;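 note: 0% = DMSO wells and 100% = medium only without gametocytes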
* = called active by the depositor. The list is partial; the hit share may differ from the screen's.

SMILES | Pf gamet viab
O=C(Nc1ccccc1)c1ccccc1OCc1ccc(F)cc1 | -30
COc1ccc(N2CCN(CC(=O)Nc3ccc(C)cc3Br)CC2)cc1 | -17
CCSc1nc2sc3c(c2c(=O)n1CC)CCC3 | -5
CC(C)(C)OC1NS(=O)(=O)OCC1NCOC(Cl)(Cl)Cl (stereo unspecified) | -2
COc1cccc(OC)c1C(=O)Nc1sc2c(c1C(N)=O)CCCC2 | 2
COc1ccccc1OCC(=O)NNC(=O)Nc1ccccc1 | 18
O=S(=O)(c1ccc(F)cc1)N1CCN(S(=O)(=O)c2ccc3c(c2)OCCO3)CC1 | -5
CCOC(=O)[C@@H]1[C@H]2COc3cc(OC)ccc3[C@@H]2N2C(=O)N(c3cccc(F)c3)C(=O)[C@]12C | 13
O=C1C=C(c2cccc(CO)c2)C[C@@H](c2ccc(F)cc2)C1 | 7
CCOc1cccc(/C=C(\C#N)C(=O)NC2CC2)c1 | 23

Grouped by structure: those above with fluorine (4)
SMILES | Pf gamet viab
O=C(Nc1ccccc1)c1ccccc1OCc1ccc(F)cc1 | -30
O=S(=O)(c1ccc(F)cc1)N1CCN(S(=O)(=O)c2ccc3c(c2)OCCO3)CC1 | -5
CCOC(=O)[C@@H]1[C@H]2COc3cc(OC)ccc3[C@@H]2N2C(=O)N(c3cccc(F)c3)C(=O)[C@]12C | 13
O=C1C=C(c2cccc(CO)c2)C[C@@H](c2ccc(F)cc2)C1 | 7

The listing continues.
SMILES | Pf gamet viab
C=C(CC[C@@H](O)C(C)(C)O)[C@H]1CC[C@]2(C)[C@@H]1CCC1[C@@]3(C)CCC(=O)C(C)(C)C3CC[C@]12C (stereo partly specified) | -23
COc1ccc(-c2ccc3oc(-c4ccsc4)cc(=O)c3c2)cn1 | 22
FC(F)(F)c1cc(CCN2CCNC[C@@H]2CC2CCCCC2)cc(C(F)(F)F)c1 | -8
CCc1nnc(NC(=O)CSc2nnc3scc(-c4ccc(C)cc4)n23)s1 | 22
CC(C)[C@@H]1COC(c2cccc(C3=N[C@H](C(C)C)CO3)c2)=N1 | 2
CN1CC(=O)Nc2ccc([N+](=O)[O-])cc2C1=O | -4
CN1CCC(=O)N([C@H](CSc2ccccc2)c2ccccc2)CC1 | -40
N#Cc1ccc(Cn2c(-c3ccc(F)cc3)noc2=O)cc1 | -4
CC(=O)NCCc1c(C)n(Cc2ccccc2)c2ccccc12 | 14
COc1cc(OC)cc(-c2oc(=O)c3cc(OC)c(OC)cc3c2C#CCCCO)c1 | -5

3 entries from above, sorted by formula weight, descending.
SMILES | Pf gamet viab
O=S(=O)(c1ccc(F)cc1)N1CCN(S(=O)(=O)c2ccc3c(c2)OCCO3)CC1 | -5
CC(C)(C)OC1NS(=O)(=O)OCC1NCOC(Cl)(Cl)Cl (stereo unspecified) | -2
CCSc1nc2sc3c(c2c(=O)n1CC)CCC3 | -5

The results go on:
SMILES | Pf gamet viab
COc1cc(OC)c(C(=O)/C=C/c2ccc(OCc3ccccc3)c(OC)c2)c(OC)c1 | 15
COc1cc(NC(=O)[C@@H]2CCCN(S(=O)(=O)c3cccc4cccnc34)C2)cc(OC)c1OC | 11
O=C(Nc1ccc(Cl)c(NC(=O)c2cccs2)c1)c1ccco1 | -3
CC(C)CC(=O)Nc1ccc(Oc2ccc3c(c2)C(=O)NC3=O)cc1 | 8
Cc1cc2[nH]c3c4ccccc4nc(C)c3c2cc1C | 11
COc1ccc(N2CCN(C3CCCN(Cc4ccc(F)cc4)C3)CC2)cc1 (stereo unspecified) | 0
CC(C)(C)[C@@H]1C=C(C(=O)O)O[C@H](OCCCCO)C1 | 2
CC1(c2ccc(NC(=O)c3ccccc3F)cc2)CC1(Cl)Cl (stereo unspecified) | -29
COc1cccc(C(=O)N2CCN(Cc3ccc(OC)cc3OC)CC2)c1 | -25
CNC(=O)C1(C)C=CC2(CCCCC2)N1C(=O)OC (stereo unspecified) | 13
COc1ccc2[nH]cc(CCNC(=O)Cc3c(F)cccc3Cl)c2c1 | -11
O=C(O)c1ccc(C2(c3ccc(C(=O)O)cc3)OC(=O)c3ccccc32)cc1 | -7
COc1ccccc1C(=O)Nc1cc(C)on1 | 11
Cc1cc(C(=O)NC(Cc2c[nH]c3ccccc23)C(=O)O)c(C)o1 (stereo unspecified) | -19
CCOC(=O)CN1N=C(/C=C/c2ccccc2)CCC1=O | -38
COC(=O)c1ccc(-c2c(-c3ccccc3)ncc3cc(OC)c(OC)cc23)cc1 | -58
Cc1ccccc1CN1CCN(Cc2ccc3cccc(F)c3n2)CC1CCO (stereo unspecified) | -1
NNC(=O)c1cc(C23CC4CC(CC(C4)C2)C3)[nH]n1 | 14
COC(=O)c1cccc(NC(=O)c2cccc([N+](=O)[O-])c2)c1 | 5
Cc1ccnc(NCc2cccc3ccccc23)c1 | 12
CNCCNC[C@H](Cc1cccc2ccccc12)NCCc1ccccc1 | 9
COc1cc(OC)cc(C(=O)NC2CC(C)(C)NC(C)(C)C2)c1 | 0
CC(C)(C)OC(=O)C[C@@H]1C/C=C\C[C@H](CC(=O)N(CCO)Cc2ccccc2)C(=O)N[C@H](C(C)(C)C)COC1=O | -10
CC(C)CCN1CCC(Cc2ccccc2)(NC(=O)c2ccccc2)C1=O (stereo unspecified) | -3
COc1ccc(S(=O)(=O)N(C)CC(=O)N2CCCC2)cc1 | 13
CN(C)C1=NCCN1CCc1ccccc1 | -25
O=S(=O)(Nc1ccccc1)c1cccc2nsnc12 | -6
COc1ccc(-c2c(-c3cc(OC)cc(OC)c3)n(C)c3ccc(-c4ccc5cc[nH]c5c4)cc23)cc1 | -1
CC(=O)Nc1ccc(S(=O)(=O)NC(C)CCc2ccccc2)cc1 (stereo unspecified) | -11
CCN1C(=NCCCOC(C)C)N[C@@H](c2ccccc2)[C@H](C(=O)OC)[C@H]1C | 29
Cc1ccccc1NC(=O)c1cccc(NC(=O)c2ccccc2C(=O)O)c1 | -1
CCC(=O)c1cn(CC(=O)Nc2cccc(C)c2C)c2ccccc12 | 2
O=S(=O)(NCc1ccc(Cl)cc1Cl)c1cccs1 | 6
CCCCNC(=O)c1nn2c(C(F)(F)F)cc(-c3ccccc3)nc2c1Br | 14
CCCOc1ccc(/C(O)=C2/C(=O)C(=O)N(CCN3CCOCC3)C2c2ccccc2)cc1 (stereo unspecified) | 5
OCCN1C2=NCCCN2c2ccccc21 | 0
N#CC1=C(N)OC2=C(C(=O)CCC2)C1c1ccc2c(c1)OCO2 (stereo unspecified) | -9
CCOC(=O)[C@@H]1[C@H]2COc3ccc(Br)cc3[C@@H]2N2C(=O)N(c3ccc(Br)cc3)C(=O)[C@]12C | -16
O=[N+]([O-])c1ccc(N2CCN(c3ccc(Cl)nn3)CC2)cc1NC1CC1 | 6
COc1cc(C2=CN(Cc3ccccc3)CCC2=O)cc(OC)c1OC | -18

In the list so far, 3 contain bromine.
SMILES | Pf gamet viab
COc1ccc(N2CCN(CC(=O)Nc3ccc(C)cc3Br)CC2)cc1 | -17
CCCCNC(=O)c1nn2c(C(F)(F)F)cc(-c3ccccc3)nc2c1Br | 14
CCOC(=O)[C@@H]1[C@H]2COc3ccc(Br)cc3[C@@H]2N2C(=O)N(c3ccc(Br)cc3)C(=O)[C@]12C | -16

Later entries
SMILES | Pf gamet viab
CCN(CC)C(=O)c1[nH]cnc1C(=O)Nc1ccc(Cl)cc1 | -8
CS(=O)(=O)N(CC(=O)N1CCOCC1)c1ccccc1Br | 27
O=C1/C(=C/c2cccc(Br)c2)SC(=S)N1CCC(=O)N(CCO)c1ccccc1 | 11
O=C(Cc1ccc(Cl)cc1)SCc1ccccc1 | 6
COc1cccc2sc3cc(C#CC4(O)CCCCC4)ccc3c(=O)c12 | 8
COc1cc(OC)cc(-c2c(-c3ccc(F)cc3)c3cc(-c4ccc(OC)nc4)ccc3n2C)c1 | 1
COCC(=O)N(CCc1ccccc1)Cc1cc2cc(C)ccc2nc1Cl | 4
Cc1nc(NC(=O)CN2CCN(c3ccccc3F)CC2)sc1C(=O)N(C)C | -8
CC1(C)OC(=O)C=C(CC2NS(=O)(=O)OC3CCCCC23)O1 (stereo unspecified) | -4
CC1(C)Nc2ccccc2C(=O)N1c1ccccc1 | 2

2 records drawn at random from the list so far, as already listed:
SMILES | Pf gamet viab
COc1cc(OC)c(C(=O)/C=C/c2ccc(OCc3ccccc3)c(OC)c2)c(OC)c1 | 15
CC(C)(C)OC1NS(=O)(=O)OCC1NCOC(Cl)(Cl)Cl (stereo unspecified) | -2

The list continues:
SMILES | Pf gamet viab
COc1ccc(Cc2nnc(NC(=O)c3ccccc3Cl)s2)cc1OC | -2
COc1ccccc1C1=CC(=O)C[C@H](c2ccc(F)cc2)C1 | -33
CCc1ccccc1NC(=O)C1COc2ccccc2O1 (stereo unspecified) | 5
COc1ccc(C)cc1NC(=O)CNCc1cccs1 | 8
COc1ccc2sc(-c3ccc(N(C)C)cc3)c(C#Cc3cncn3C)c2c1 | 11
c1cncc(-c2ccc3ncnc(NCc4ccc5c(c4)OCO5)c3c2)c1 | 26
COc1cc(NC(=O)C2CC(c3ccc(Cl)cc3)=NO2)cc(OC)c1OC (stereo unspecified) | -9
CC(Nc1nc(-c2ccc(F)cc2)cs1)c1nc2cc(Cl)c(Cl)cc2n1CCOCCO (stereo unspecified) | 1
CCNS(=O)(=O)c1ccc(CCC(=O)NCc2ccccn2)cc1 | 9
CCc1cc2c(=O)oc(-c3ccc(F)cc3)nc2s1 | 3
COc1ccc(C2=NN(C(=O)CCC(=O)O)C(c3ccc(OC)c(OC)c3)C2)cc1 (stereo unspecified) | -9
COc1cccc(CN2CCC(C(=O)Nc3ccc(-c4cccc(C)c4)cc3)CC2)c1O | 3
Cc1ccc(C2Nc3ccccc3NC3=C2C(=O)CC(C)(C)C3)c(O)c1 (stereo unspecified) | 5
Cn1nnnc1Sc1ncnc2scc(-c3ccc(C#N)cc3)c12 | 0
O=C(Nc1ccccc1C(=O)O)c1cccc(NC(=O)c2ccccc2Cl)c1 | -1
CC(C)(C)[C@@H]1COC(=O)[C@@H](Cc2ccc(F)cc2)C/C=C\C[C@H](CC(=O)N(CCO)Cc2ccccc2)C(=O)N1 | 20
C=CCCC(=O)NC1CCCc2c1cnn2-c1ccccc1F (stereo unspecified) | -22
Cc1cc([N+](=O)[O-])ccc1NC(=O)c1cc2ccccc2o1 | -4
Cc1ccc[n+](C2=C([O-])c3ccccc3C(=O)C2=O)c1 | 14
CCSc1nc(O)c(C(c2cccc(OC)c2)c2c(O)nc(SCC)[nH]c2=O)c(=O)[nH]1 | -6
COc1ccc(-c2csc(N(C)C(=O)c3ccco3)n2)cc1 | 19
CCCCC[C@H]1CN(C2CCCCC2)C(=O)[C@@H]1CC(=O)NCc1ccc(OC)cc1 | 3
Cc1ccc2nc(Cl)c(-c3ccccc3)cc2c1 | -7
COc1ccc(-c2cc(C(=O)NCc3ccco3)c3ccccc3n2)cc1OC | -7
NC(=O)c1cc([N+](=O)[O-])ccc1Nc1ccccc1 | 7
CCN1C(=O)[C@@H]2[C@H](C1=O)[C@@H]1CC(C(=O)OC)=C[C@@H](C(=O)OC)C3C1=C(C(=O)C3(CC)CC)[C@@H]2C (stereo partly specified) | -3
CCOC(=O)CNS(=O)(=O)c1ccc(S(=O)(=O)NC2CC2)cc1 | -3
Cc1ccc(C(=O)c2c3ccccc3[n+]([O-])n2CCC(=O)O)cc1 | 1
FC(F)(F)c1ccccc1-n1c(-c2ccco2)n[nH]c1=S | -18
CC(=O)N1CCN(c2ccc(NC(=O)c3ccc([N+](=O)[O-])cc3Cl)cc2)CC1 | -14
Cc1cc(C)c(-c2c(O)c3ccccc3n(C)c2=O)c(C)c1 | -4
O=C1CCC/C=C\C[C@H](CC(=O)N(CCO)Cc2ccccc2)C(=O)N2CCC[C@@H]2CO1 | 8
CCOc1ccc(N2C(=O)CC(N3CCN(c4ccc(C(=O)c5ccncc5)cc4)CC3)C2=O)cc1 (stereo unspecified) | 12
CN(C)CCN(CC1CCCN(Cc2ccccc2F)C1)C(=O)c1ccc(Cl)cc1 (stereo unspecified) | -33
S=C(NCCSCc1ccc(Cl)c(Cl)c1)Nc1ccccc1 | -10
Cn1cnc(C(=O)N2CCN(c3ccccc3)CC2)c1C(=O)N1CCN(c2ccccc2)CC1 | 6
Cn1c(=O)n(CC(=O)Nc2cccnc2)c2ccccc21 | 2
COC(=O)[C@]1(Cc2ccccc2)N[C@H](c2ccc(-c3ccccc3)cc2)[C@@H]2C(=O)N(C)C(=O)[C@@H]21 | 16
CSCCOC(=O)C1=C(C)NC(=O)NC1c1ccc2c(c1)OCO2 (stereo unspecified) | 9
O=C(NCC1CCCO1)c1ccc(NC(=O)c2cc(F)c(F)cc2Cl)cc1 (stereo unspecified) | 11
CCN(C(=O)Cn1c([N+](=O)[O-])cnc1C)c1ccccc1 | 2
CC(=O)c1ccc(NC(=O)CN(c2c(C)cccc2C)S(C)(=O)=O)cc1 | 9
Cc1ccc(Cn2c(N3CCNCC3)nc3c2c(=O)[nH]c(=O)n3C)cc1 | 18
O=C(O)[C@H](Cc1ccccc1)N1C(=O)c2c(Cl)c(Cl)c(Cl)c(Cl)c2C1=O | 25
COc1cccc(-c2ccc3ncnc(NCc4ccc5c(c4)OCO5)c3c2)c1 | -10
CC(C)(C)NC(=O)CSc1nc2cccnc2n1C1CCCCC1 | -24
CC(C)(C)c1ccc(C(=O)O[C@H]2[C@H](Cc3ccccc3)NS(=O)(=O)[C@H]3C[C@@H]4C=C[C@]23O4)cc1 | -15
CC(C)[C@H]1COCCS(=O)(=O)N1Cc1cccc(Cl)c1 | -23
Nc1c(Cl)cc(-c2csc(NC(CO)c3nc4ccccc4n3CCOCCO)n2)cc1Cl (stereo unspecified) | -22
COC(=O)CN(C)C(=O)c1ccc2nc(Cc3cccc(Cl)c3)oc2c1 | -10

Assay outcomes as filed in PubChem BioAssay.
